# HSP90 inh: HSP90 inhibitors, primary screen, cell lysate, luminescence; Rabbit reticulocyte lysate, luciferase refolding luminescence, 3 h; inhibition, % at 5.6 µM; 290,000 compounds, 0.91% hits; AID 1789, 2009;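 active = inhibition above the screen-wide mean plus 3 SD, computed separately per campaign, cut at about 16% in these data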;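 note: 0% = DMSO wells and 100% = 60 µM geldanamycin wells; inhibitors lower the luminescence because luciferase stays unfolded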
# HSF-1 act: HSF-1 activators, primary screen, NIH3T3-HGL cells, MG132 stress, luminescence, single point. 300,000 compounds, 1.7% hits. NIH3T3-HGL HSF-1 luciferase reporter, 8 h; 100% = twice DMSO control signal. AID 504408, 2011. activation, % at 9 µM;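 active = mean replicate activation of at least 50% with a set share of replicates each reaching 50%; inconclusive = only one of those two conditions met; inactive = mean below 50% and too few replicates reaching it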;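 note: 0% = median of the neutral control wells and 100% = twice that signal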
# DYRK1A inh: rat Dyrk1A kinase inhibitors, primary screen, biochemical, single point, plate reader; ADP-Glo luminescence, NFATc1 peptide; inhibition, % at 12.5 µM; 310,000 compounds, 0.43% hits; in the data active = inhibition above about 50%;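 note: plate controls were vehicle with enzyme for no effect and no enzyme for full effect; many of its hits are not listed in these tables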
# AI-2 QS modul: Vibrio harveyi AI-2 quorum sensing modulators, primary screen, JMH597 strain, luminescence/OD600 ratio | Vibrio harveyi JMH597 AI-2 luminescence/OD600 ratio, 9 h; active compounds read low; strain lacks LuxN and CqsS sensors; 0 = neutral-control median | activity change, % at 7.5 µM | 300,000 compounds, 0.4% hits | AID 2094, 2009; in the data active = activity change below about -75%, passing the limit was not always enough; inconclusive = no clear call, values can overlap the other calls;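 note: luminescence divided by OD600 gain over 9 h not by final OD600 alone; inactives centre near 13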
# PolyA inh: polyadenylation inhibitors in yeast reporter cells, primary screen, luminescence, S. cerevisiae; AID 1875, 2009; 300,000 compounds, 0.02% hits; S. cerevisiae SKY197-pL101 polyadenylation reporter, beta-gal luminescence; efflux-impaired pdr1/pdr3 knockout yeast; score 100 = 6 SD above DMSO; calls only at 12 µM;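 active = lowest replicate activity score at least 50, where 100 means six control SD above control mean; inconclusive = lowest score under 50 but half or more replicates reach 50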;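 note: yeast exposed to compound for 9 h at 30 °C; higher score means more reporter readthrough which indicates perturbed polyadenylation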
# HSF1 inhib: HSF1 inhibitors in luciferase reporter cells, primary screen, cell-based, NIH3T3, luminescence; activity change, negative = inhibition, % at 7.5 µM (by protocol); 300,000 compounds, 0.77% hits; NIH3T3-HGL HSE-luciferase, MG132-induced, luminescence 8 h; active compounds read low;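 active = more than half of replicate wells show activity change below -50%, luminescence cut by over half; inconclusive = some wells, but at most half, below -50%; inactive = no replicate well below -50%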;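 note: luciferase reports HSF-1 transcriptional activity via heat shock element; 0% = median of DMSO wells and -100% = zero luminescence signal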
# GSK3beta inhib: human GSK3beta kinase inhibitors, primary screen, biochemical, cell-free homogeneous, HTS; GST-GSK3beta kinase, ADP-Glo luminescence, 60 min; active compounds read low; activity score (negative = inhibition), % at 10 µM; 300,000 compounds, 0.038% hits; AID 2097, 2009;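 active = more than half of replicate wells score below -50%, meaning over 50% inhibition versus plate controls; inconclusive = some replicates but at most half score below -50%; inactive = no replicate scores below -50%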;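 note: 0% = median DMSO wells and -100% = median GW8510 positive control wells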
# Target sequence (P49841 whole entry, looked up): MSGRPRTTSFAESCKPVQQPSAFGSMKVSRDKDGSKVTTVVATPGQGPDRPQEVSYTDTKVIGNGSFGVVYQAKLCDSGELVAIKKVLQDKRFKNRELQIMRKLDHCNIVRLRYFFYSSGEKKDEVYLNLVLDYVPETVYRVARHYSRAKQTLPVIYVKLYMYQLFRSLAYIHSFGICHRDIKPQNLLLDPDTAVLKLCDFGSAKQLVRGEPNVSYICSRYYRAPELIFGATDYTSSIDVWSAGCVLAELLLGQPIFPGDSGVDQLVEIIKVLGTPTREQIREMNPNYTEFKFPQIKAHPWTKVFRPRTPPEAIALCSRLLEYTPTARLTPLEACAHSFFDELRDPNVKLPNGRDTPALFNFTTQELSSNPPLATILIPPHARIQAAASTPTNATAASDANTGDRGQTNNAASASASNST
#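 Assay system: GST-tagged human GSK3beta kinase, cell-free; Input: 1.6 ng GSK3beta; Medium: Tris/MgCl2 kinase buffer; Timing: 60 min enzyme reaction, room temperature; Signal: ADP-Glo luminescence quantifying ADP generated by kinase; Evaluation: score relative to plate controls; Benchmarks: DMSO neutral wells and GW8510 at 20 µM as positive.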
# HDAC3 inhib: HDAC3 deacetylase inhibitors, primary screen, biochemical, fluorescence, cell-free homogeneous; Histone deacetylase 3 (Homo sapiens), O15379; recombinant HDAC3, fluorogenic peptide/trypsin coupled; inhibition, % at 8.3 µM; 320,000 compounds, 0.15% hits; AID 2718, 2010; in the data active = inhibition above about 26%, passing the limit was not always enough; inconclusive = no clear call, values can overlap the other calls
# Target sequence (O15379 whole entry, looked up): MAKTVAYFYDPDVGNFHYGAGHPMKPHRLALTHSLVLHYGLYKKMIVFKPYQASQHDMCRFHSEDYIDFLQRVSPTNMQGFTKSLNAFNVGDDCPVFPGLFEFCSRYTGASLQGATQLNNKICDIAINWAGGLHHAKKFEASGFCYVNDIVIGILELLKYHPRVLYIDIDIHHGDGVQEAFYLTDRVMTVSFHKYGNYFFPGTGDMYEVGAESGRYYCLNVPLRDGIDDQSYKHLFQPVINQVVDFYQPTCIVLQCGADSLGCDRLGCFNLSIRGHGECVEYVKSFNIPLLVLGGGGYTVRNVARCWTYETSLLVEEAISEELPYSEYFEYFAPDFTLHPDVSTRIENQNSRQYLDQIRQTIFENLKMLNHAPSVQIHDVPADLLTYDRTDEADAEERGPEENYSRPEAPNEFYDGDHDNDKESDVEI
# GSK3 alpha inh: blockers of GSK3A enzyme activity – biochemical, luminescence, cell-free homogeneous, HTS, primary screen; Glycogen synthase kinase-3 alpha (Homo sapiens), P49840; GSK-3 alpha kinase, ADP-Glo luminescence, 60 min; inhibition, % at 10 µM; 320,000 compounds, 0.1% hits;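 in the data active = inhibition above about 50%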;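 note: GST-tagged GSK-3 alpha with peptide substrate and 25 µM ATP; 0% = DMSO neutral wells and 100% = GW8510 positive control wells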
# Platelet DG rel: inhibitors of platelet dense granule secretion, primary screen, cell-based, MLPCN, human platelets; 300,000 compounds, 0.22% hits; inhibition, %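 (compounds screened at 7.5 µM in platelet-rich plasma)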; human platelet-rich plasma, SFLLRN dense granule ATP release, luminescence;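 active = mean replicate score, as percent of positive control, at or above 50; inconclusive = mean below 50 but at least one replicate at or above 50; inactive = mean and every replicate below 50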
# Starred values were filed as active, the others as inactive; i = inactive; ? = inconclusive; nt = not tested or not shown.
SMILES,HSP90 inh,HSF-1 act,DYRK1A inh,AI-2 QS modul,PolyA inh,HSF1 inhib,GSK3beta inhib,HDAC3 inhib,GSK3 alpha inh,Platelet DG rel
CCOCCCNC(=O)Cc1ccc(OC)c(OC)c1,1,7,0,18,i,3,-1,2,-1,-5
Cc1cc(C)c(NC(=O)CSc2nnc(-c3ccccn3)n2N)c(Cl)c1,4,5,-8,12,i,0,-3,-14,-1,-13
COc1ccc(NC(=O)C2CCN(c3cc(-c4ccccc4)nc4ncnn34)CC2)cc1OC,1,nt,-9,nt,nt,nt,nt,-7,-2,nt
CCN(CC)S(=O)(=O)c1ccc(/C=C/C(=O)Nc2cccc(F)c2)cc1,-7,67*,-4,17,i,40,1,5,-1,0
COc1cc(NC(=O)c2nccnc2N)cc(C(=O)Nc2cccc(C(F)(F)F)c2)c1,nt,9,-4,29,i,7,-1,11,2,1
CSCCC(NC(=O)COc1ccccc1)C(=O)OCC(=O)c1cc2ccccc2o1 (stereo not drawn),6,-11,4,8,i,0,2,4,2,0
O=c1cc(-c2ccccc2F)nc(-c2ccccc2F)o1,-4,0,-1,27,i,-2,4,1,nt,-1
Cc1cc(C)n(-c2ccc(Cl)c(C(=O)Nc3ccc(-c4nnc5n4CCCCC5)cc3)n2)n1,-2,0,0,44,i,-1,1,0,-1,0
CC1CCC(NS(=O)(=O)c2ccc(N3CCCC3=O)cc2)CC1 (stereo not drawn),-4,7,nt,21,i,-4,-2,-1,-1,3
CC(=O)N(Cc1cccnc1)Cc1cc2ccc(C)cc2[nH]c1=O,2,4,-5,-3,i,-9,-5,-2,-2,-1
CCOC(=O)C1CCN(S(=O)(=O)C(F)(F)c2nc3ccccc3s2)CC1,2,9,2,-4,i,4,-4,5,0,0
COc1ccc(CCNc2oc(COc3ccc(F)cc3)nc2C#N)cc1,-1,nt,3,nt,nt,nt,nt,-6,3,nt
COc1ccc(CCNC(=O)CO/N=C/c2cc3c(cc2Br)OCO3)cc1OC,-3,-3,nt,7,i,3,0,4,-9,-3
O=C(CSc1nnc(-c2ccccc2)o1)Nc1ccccc1F,15,17,-7,35,i,4,1,1,1,5
CCCCN(Cc1cc2cc(OC)ccc2[nH]c1=O)S(=O)(=O)c1ccc(C)cc1,2,4,6,5,i,14,1,1,-2,-3
Cc1ccc(C2CC(c3ccccc3)=NN2C(=O)CSc2nnc(-c3ccc(Cl)cc3)o2)o1 (stereo not drawn),4,23,0,14,i,-3,1,0,3,?
COc1ccc(N=C2C(=Nc3ccc(OC)cc3)N(c3ccc(OC)cc3)C(=S)N2C)cc1,-3,5,-13,20,i,-4,0,nt,-2,-14
CCOc1ccc(Cn2nnc(C(=O)NCCc3ccc(Cl)cc3)c2N)cc1,2,0,4,9,i,-1,-3,12,-3,0
Cc1ccccc1NC(=O)Cc1nc(COC(=O)c2ccccn2)cs1,nt,12,8,-21,i,0,0,4,-1,-45
Cc1ccc2[nH]c(=O)c(CN(CCN3CCOCC3)C(=O)Nc3ccc(F)cc3)cc2c1,-1,-1,-8,14,i,2,2,-2,1,-10
CC(=O)N1CC(C)Oc2ccc(S(=O)(=O)NC(CC(=O)O)c3cc(C)ccc3C)cc21 (stereo not drawn),-5,-11,-4,2,i,-8,0,-1,1,-1
CSc1nc2ccc(NC(=O)c3c(F)cccc3F)cc2s1,-1,59*,2,44,i,32,4,1,-1,1
COc1cccc(NS(=O)(=O)c2ccc3c(c2)NC(=O)C(C)S3)c1 (stereo not drawn),3,3,4,18,i,-1,-2,2,-3,-1
C/C(=N/NS(=O)(=O)c1ccc(Br)cc1)c1ccc(C)o1,-2,-2,-1,-5,i,4,0,2,-2,7
Cc1ccccc1CN1C(=O)c2ccccc2S1(=O)=O,2,-13,0,10,i,-4,-2,-8,1,15
# The results go on.
SMILES,HSP90 inh,HSF-1 act,DYRK1A inh,AI-2 QS modul,PolyA inh,HSF1 inhib,GSK3beta inhib,HDAC3 inhib,GSK3 alpha inh,Platelet DG rel
S=C(NCCc1cnc[nH]1)NC1CCCC1,0,5,3,23,i,1,1,1,0,-1
Cc1c(NC(=O)C2CCCN2C(=O)c2cccs2)c(=O)n(-c2ccccc2)n1C (stereo not drawn),3,-22,-2,34,i,0,0,-4,-1,1
CC1CCN(C(=O)C2CCN(S(=O)(=O)c3cccc4cccnc34)CC2)CC1,-8,1,nt,17,i,1,0,-4,-3,-7
CCOc1ccccc1NC(=O)Nc1ccc2c(c1)OCO2,-1,16,19,14,i,5,-1,5,1,4
CCC1(C)Cc2ccccc2C(=O)N1 (stereo not drawn),3,6,1,8,i,0,-4,-8,-1,-1
O=c1nc2s/c(=C\c3ccc(-c4ccccc4[N+](=O)[O-])o3)c(=O)n2nc1-c1ccccc1,4,2,-7,5,i,7,0,nt,nt,1
COc1ccc(-c2cc(=O)oc3c(C)c(OC(=O)c4cccs4)ccc23)cc1,1,36,-3,10,nt,3,1,-5,-3,1
CCCc1nc2ccccc2c(C(=O)OC2CCOC2=O)c1CC (stereo not drawn),1,16,5,29,i,5,0,9,1,3
CCN(C(=O)COc1ncnc2ccc(Br)cc12)C1CCS(=O)(=O)C1 (stereo not drawn),2,-3,0,19,i,-5,3,-2,-1,3
COc1cc(OC)c(OC)cc1/C=C1/Cc2ccccc2C1=O,0,7,12,15,i,0,1,-2,1,2
CC1CCN(C(=O)c2ccc(N3C(=O)c4ccccc4C3=O)cc2)CC1,-5,3,4,-34,i,-3,-7,-1,-4,4
Cc1cc(C)nc(N2CCC(C(=O)Nc3ccc4c(c3)OCO4)CC2)n1,4,-1,-5,15,i,-4,-2,-4,-3,3
CN(CC(=O)NCc1ccc(F)cc1)S(=O)(=O)c1ccc2c(c1)c(=O)n(C)c(=O)n2C,0,4,3,12,i,3,16,-10,-1,-3
Cc1ccc(C(=O)O)cc1N1CCCC1=O,3,-5,1,23,i,-10,1,-2,-2,-1
O=C(C1CCOCC1)N1CCCC(N2CCN(c3cccc(C(F)(F)F)c3)CC2)C1 (stereo not drawn),0,-1,-3,22,i,-5,0,-3,-1,-5
COc1ccc(CCNC(=O)C2CCC(=O)N2CCc2ccccc2)cc1OC (stereo not drawn),-1,-8,-8,12,i,-5,0,nt,nt,-7
Cc1c(Cl)cccc1NC(=O)Cn1nc(C)n2cccc2c1=O,-5,9,0,37,i,12,-4,5,0,-5
Cc1cccc(C)c1OCc1cc(C(=O)N2CCC(c3ccccc3)CC2)no1,-2,19,-4,35,i,8,6,2,-1,-4
O=C(NCCCN1CCOCC1)c1cc(-c2cccc(O)c2)on1,3,-18,15,20,i,-3,-3,0,1,-9
O=C(NCC1CCCCC1)c1ccccc1[N+](=O)[O-],-5,13,-1,29,i,-7,8,3,-2,1
CN(C)CCCCCN(C)Cc1cc2ccccc2o1,1,7,-6,4,i,4,-1,0,2,0
CCOc1ccccc1-n1nnnc1SCC(=O)OC,0,-18,3,11,i,3,-1,1,-1,6
CCOc1ccc2[nH]c(=O)c(CN(Cc3ccccc3)C(=O)N3CCCC3)cc2c1,-2,-2,2,26,i,2,-2,-1,1,0
CCOc1ccc2[nH]c(=O)c(CN(Cc3cccs3)C(CC)c3nnnn3C(C)(C)CC)cc2c1 (stereo not drawn),2,40,-3,12,i,23,-4,nt,nt,-9
O=C(c1ccc(F)cc1)C1CCN(Cc2ccc(F)cc2)CC1,-3,-15,6,-8,i,-13,4,-1,nt,8
# Later entries:
SMILES,HSP90 inh,HSF-1 act,DYRK1A inh,AI-2 QS modul,PolyA inh,HSF1 inhib,GSK3beta inhib,HDAC3 inhib,GSK3 alpha inh,Platelet DG rel
CC(=O)Nc1cc2c(cc1Br)OCCO2,-2,-3,3,16,i,-1,-2,1,-1,-12
O=C(Nc1nc2ccccc2s1)C1CC(=O)N(c2ccc(Br)cc2)C1 (stereo not drawn),-1,-11,30,-5,i,-2,-2,5,-1,1
COc1ccccc1C(=O)NCC(=O)N1CCN(S(=O)(=O)c2ccc3c(c2)OCCO3)CC1,nt,-1,3,11,i,1,2,1,-2,0
O=S1(=O)N=C(N2CCc3ccccc3C2)c2ccccc21,-1,18,39,26,i,2,0,1,-1,2
NC1=NC(=O)/C(=C/c2cn(CCC(=O)O)nc2-c2ccc(Cl)cc2)S1,3,36,-6,18,i,4,-1,8,1,-9
CCOCCCNC(=O)C1CCN(Cc2ccc(OCc3ccccc3)c(OC)c2)CC1,1,18,nt,13,i,3,-1,1,-1,-3
CCOc1cc(/C=N/n2cnnc2)ccc1OS(=O)(=O)c1ccccc1,-1,4,-2,43,i,0,-7,-10,-1,0
O=C1CC(N2CCN(c3ccccn3)CC2)C(=O)N1c1ccc(Cl)cc1 (stereo not drawn),5,9,-1,8,i,-2,0,2,-1,1
O=C(CN1C(=O)NC2(CCOc3ccccc32)C1=O)NCC(F)(F)F (stereo not drawn),-1,34,3,7,i,-1,2,-3,-2,4
CCn1cc(S(=O)(=O)N2CCN(Cc3ccc(F)cc3)CC2)cn1,1,4,-1,13,i,3,-2,-4,2,2
O=C(N/N=C/c1ccc2c(c1)OCO2)C(=O)Nc1ccc2ccccc2c1,5,-3,nt,-25,i,-8,2,-1,5,2
CCCCOC(=O)n1c(=O)oc2ccccc21,-4,24,3,8,i,14,-2,-3,-2,4
NS(=O)(=O)c1cccc(NC(=O)c2ccccc2NS(=O)(=O)c2ccc(F)cc2)c1,2,39,-4,3,i,5,4,-21,-6,9
Cc1nc2ccccc2n2c(O)c(CC(=O)O)cc12,3,6,1,17,i,2,0,4,-5,0
COCCNC(=O)CSc1nc2cc(OC)c(OC)cc2c(=O)n1Cc1ccc(OC)cc1,-4,-3,0,16,i,-3,3,-2,-1,2
COc1ccc(OC)c(-c2csc(NC(=O)Cc3ccc(OC)c(OC)c3)n2)c1,-5,11,-6,10,i,2,4,-4,1,7
Cc1cc([N+](=O)[O-])ccc1NC(=O)CCC(=O)N1CCCCCC1,-1,-1,nt,8,i,-2,-1,1,0,18
CC(C)C(O)(C#CCN1CCCCC1)c1ccccc1 (stereo not drawn),6,38,1,10,i,13,-9,6,-1,-1

# High-throughput results as filed in PubChem BioAssay.

# The list is partial. The share of hits here may be higher or lower than overall.
